LYPLA2 counter: blocks human lysophospholipase 2, a PME1 counter-screen | recombinant LYPLA2, FP-Rh probe fluorescence polarization | inhibition, % at 5.9 µM | 320,000 compounds, 0.38% hits | AID 2177;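 active = inhibition above the screen-wide mean plus 3 SD, limit set per campaign, cut at about 26% in these data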;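 note: 0% = LYPLA2 with DMSO and 100% = wells lacking LYPLA2 enzyme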
Target sequence (O95372 whole entry, looked up): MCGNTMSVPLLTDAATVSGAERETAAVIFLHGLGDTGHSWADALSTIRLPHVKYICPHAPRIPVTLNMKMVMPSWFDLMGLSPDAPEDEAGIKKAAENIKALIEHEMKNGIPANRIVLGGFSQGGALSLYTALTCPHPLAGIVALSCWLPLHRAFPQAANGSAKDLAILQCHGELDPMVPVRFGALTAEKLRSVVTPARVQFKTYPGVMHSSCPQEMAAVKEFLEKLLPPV
PREPL inhibitor: inhibits the human prolyl oligopeptidase-like enzyme | inhibition, % at 5.96 µM | Q4J6C6 | 320,000 compounds, 0.68% hits | recombinant PREPL, fluorescence polarization activity-based probe; in the data active = inhibition above about 43%;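 note: 0% = enzyme with DMSO and 100% = wells lacking enzyme; many of its hits are not listed in these tables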
EBNA-1 inh: blocks EBNA-1 binding to DNA. 300,000 compounds, 0.34% hits. inhibition, % at 14.8 µM. EBNA-1 DNA binding, fluorescence polarization; in the data active = inhibition above about 28%
PAFAH2 inh: inhibitors of human PAFAH2. inhibition, % at 3.39 µM. Q99487. recombinant PAFAH2, FP-rhodamine activity probe, fluorescence polarization. AID 492956. 340,000 compounds, 0.99% hits;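 active = inhibition above the mean over all tested compounds plus 3 SD, cut at about 30% in these data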;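 note: inhibitors block probe labeling of enzyme so polarization drops; 0% = enzyme with DMSO and 100% = wells lacking PAFAH2 protein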
PAFAH1B3 inh: PAFAH1B3 (human) inhibition; recombinant PAFAH1B3, FP-rhodamine probe, fluorescence polarization; inhibition, % at 3.39 µM; Q15102; AID 492972; 340,000 compounds, 0.28% hits;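 active = inhibition above the screen-wide average of all tested compounds plus 3 SD, cut at about 25% in these data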;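 note: 0% = enzyme with DMSO only and 100% = wells lacking PAFAH1B3 protein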
GSTO1 inh: blocks human GSTO1 in RBBP9 counter-screen. inhibition, % at 5.96 µM. AID 1974. recombinant GSTO1, activity-based probe fluorescence polarization. 300,000 compounds, 1.1% hits;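 active = inhibition above the campaign mean inhibition plus 3 SD, cut at about 35% in these data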;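 note: 0% = GSTO1-1 with DMSO and 100% = wells lacking GSTO1-1 enzyme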
Target sequence (P78417 whole entry, looked up): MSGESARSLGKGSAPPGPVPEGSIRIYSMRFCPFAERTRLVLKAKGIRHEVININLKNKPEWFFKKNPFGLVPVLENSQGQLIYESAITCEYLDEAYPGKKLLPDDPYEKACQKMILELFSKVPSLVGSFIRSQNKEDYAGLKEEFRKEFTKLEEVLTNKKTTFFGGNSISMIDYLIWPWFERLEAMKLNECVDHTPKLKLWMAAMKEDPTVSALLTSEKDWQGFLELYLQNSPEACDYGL
LYPLA1 counter: blocks human lysophospholipase 1, a PME1 counter-screen. recombinant LYPLA1, FP-Rh probe fluorescence polarization. 320,000 compounds, 0.16% hits. inhibition, % at 5.9 µM;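 active = inhibition above the mean of all tested compounds plus 3 SD, set per campaign, cut at about 14% in these data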;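 note: inhibitors block serine hydrolase probe labeling of LYPLA1 so polarization falls; 0% = enzyme with DMSO and 100% = wells lacking LYPLA1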
Target sequence (O75608 whole entry, looked up): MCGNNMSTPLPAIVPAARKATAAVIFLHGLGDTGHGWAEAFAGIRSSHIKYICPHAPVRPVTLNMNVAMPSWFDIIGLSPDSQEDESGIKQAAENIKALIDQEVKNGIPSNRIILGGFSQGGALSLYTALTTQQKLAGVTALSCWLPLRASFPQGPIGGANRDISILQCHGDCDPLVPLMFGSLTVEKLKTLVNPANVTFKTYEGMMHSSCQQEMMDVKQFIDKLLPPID
ZTA DNA inh: ZTA (EBV) inhibition in EBNA-1 counter-screen; 320,000 compounds, 0.15% hits; AID 2234; ZTA-DNA binding, fluorescence polarization; inhibition, % at 11 µM; P03206; in the data active = inhibition above about 33%
Target sequence (P03206 whole entry, looked up): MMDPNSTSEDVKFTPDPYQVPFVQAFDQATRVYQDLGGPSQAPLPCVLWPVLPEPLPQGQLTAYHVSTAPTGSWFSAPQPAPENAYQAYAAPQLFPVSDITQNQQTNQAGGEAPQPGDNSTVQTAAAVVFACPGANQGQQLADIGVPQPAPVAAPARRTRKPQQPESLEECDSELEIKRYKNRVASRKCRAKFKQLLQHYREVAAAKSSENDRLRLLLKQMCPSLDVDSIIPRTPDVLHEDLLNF
PAD4 inh: PAD4 (human) enzyme inhibition | recombinant PAD4, RCA probe fluorescence polarization | 330,000 compounds, 0.41% hits | Q9UM07 | inhibition, % at 6.36 µM;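 active = percent inhibition above a cutoff equal to the mean of all tested compounds plus 3 SD, cut at about 15% in these data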;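 note: 0% = PAD4 with RCA probe and DMSO and 100% = probe without PAD4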
* marks the source's active call; other numbers are inactive results; / = no result given. An excerpt; rates above refer to the full screens.

Compound,LYPLA2 counter,PREPL inhibitor,EBNA-1 inh,PAFAH2 inh,PAFAH1B3 inh,GSTO1 inh,LYPLA1 counter,ZTA DNA inh,PAD4 inh
Cc1cc(OC(=O)c2cc(Cl)ccc2Cl)c([N+](=O)[O-])c(=O)[nH]1,4,1,0,2,4,-1,0,11,-4
O=C(CN1CCOCC1)N1CCc2ccccc2C(c2ccccc2)C1 (configuration not stated),-2,15,-3,1,-3,1,2,-1,-3
Cc1nc(CC(=O)Nc2nc(-c3ccccc3)cs2)cs1,1,-5,5,1,10,5,1,4,2
CCc1ccc(Oc2nnnn2-c2ccc(C(N)=O)cc2)cc1,2,-4,4,5,3,8,-1,11,-1
Cc1cc(C)n(/N=C/c2cccs2)c(=O)c1C#N,10,15,-8,1,-1,-1,-1,-16,9
CCSc1nnc(NC(=O)Cn2cnc3ccccc3c2=O)s1,3,7,1,11,2,-4,3,-1,1
O=C(CSc1nnc(C2CCCCC2)n1Cc1ccccc1)NCc1ccco1,1,5,-4,2,-1,-5,-2,2,1
CCOC(=O)C1[C@H]2C(=O)N(C(C)c3ccc(OC)cc3)C[C@]23C=C[C@H]1O3 (some centres not stated),1,6,9,-1,-6,4,-4,16,0
O=S(=O)(c1cccc(NC(=S)N2CCN(c3cccc(Cl)c3)CC2)c1)C(F)F,-15,-14,-7,-9,4,-4,-10,8,1
N/C(=N\c1nc(CSc2nnnn2-c2ccccc2)cc(=O)[nH]1)Nc1ccccc1,-2,-8,-2,/,/,0,-5,4,-4
N#Cc1c(SCC(=O)O)nc(N2CCCCC2)c2c1CCCC2,-11,12,-3,3,1,10,-1,-1,3
CC(C)C12CN(C(=O)c3ccccc3[N+](=O)[O-])CC(C(C)C)(CN(C(=O)c3ccccc3[N+](=O)[O-])C1)C2=O,-7,3,9,-1,0,1,-3,0,0

4 entries from above, arranged by the value under EBNA-1 inh, lowest first.
structure	PREPL inhibitor	EBNA-1 inh	PAFAH2 inh	PAFAH1B3 inh	PAD4 inh
Cc1cc(C)n(/N=C/c2cccs2)c(=O)c1C#N	15	-8	1	-1	9
O=C(CSc1nnc(C2CCCCC2)n1Cc1ccccc1)NCc1ccco1	5	-4	2	-1	1
Cc1nc(CC(=O)Nc2nc(-c3ccccc3)cs2)cs1	-5	5	1	10	2
CC(C)C12CN(C(=O)c3ccccc3[N+](=O)[O-])CC(C(C)C)(CN(C(=O)c3ccccc3[N+](=O)[O-])C1)C2=O	3	9	-1	0	0

The main list resumes, starting 2 compounds before the break.
Compound,LYPLA2 counter,PREPL inhibitor,EBNA-1 inh,PAFAH2 inh,PAFAH1B3 inh,GSTO1 inh,LYPLA1 counter,ZTA DNA inh,PAD4 inh
N#Cc1c(SCC(=O)O)nc(N2CCCCC2)c2c1CCCC2,-11,12,-3,3,1,10,-1,-1,3
CC(C)C12CN(C(=O)c3ccccc3[N+](=O)[O-])CC(C(C)C)(CN(C(=O)c3ccccc3[N+](=O)[O-])C1)C2=O,-7,3,9,-1,0,1,-3,0,0
O=C(NCC(=O)N(c1cccnc1)C(C(=O)NC1CCCC1)c1ccccc1F)c1ccco1 (configuration not stated),-3,11,-21,-3,10,2,-2,6,-2
O=C(Cc1ccccc1)Nc1cccc(NC(=O)c2ccccc2)c1,-3,-10,-13,-2,5,-5,-4,-6,-2
COc1cc(NC(=O)COc2cccc(C)c2C)ccc1NC(=O)c1ccco1,-9,28,0,2,1,-1,-5,12,-2
O=C(CSc1nnc(CNc2ccc(F)cc2)o1)N1CCN(C(=O)c2ccco2)CC1,4,11,8,-1,9,2,-1,-1,0
O=C1C=CN2CCCC2CC1 (configuration not stated),/,11,/,-3,14,/,/,/,1
O=C(NCc1ccc(N2CCCC2=O)cc1)Nc1cccc2ccccc12,-5,11,-7,0,6,-3,-3,-6,-4
CCOC(=O)N(NC(=O)C(O)(CC(C)C)CC(C)C)c1ccccc1,2,1,-17,1,-1,-3,3,-3,-2
CCCc1cc(=O)[nH]c(SCC(=O)c2[nH]c(C)c(C(=O)OCC)c2C)n1,1,0,21,7,0,-5,-3,19,-5
O=C(Cn1ncc2c3ccccc3n(Cc3ccccc3F)c2c1=O)NCCCN1CCCC1=O,8,1,-16,5,2,-3,-1,2,-1
COCc1cc(C)c2c(N)c(C#N)sc2n1,-3,-6,3,3,-2,4,-2,23,0
O=C(Nc1ccccn1)C1CCN(c2ncnc3c2nc2n3CCCCC2)CC1,-4,10,-4,3,3,-3,-1,7,-2
O=C(NCCCc1ccccc1)C1CCN(c2nnc(-n3cccc3)s2)CC1,15,19,-1,0,-1,-1,-1,-4,1

(cont.)
Compound,LYPLA2 counter,PREPL inhibitor,EBNA-1 inh,PAFAH2 inh,PAFAH1B3 inh,GSTO1 inh,LYPLA1 counter,ZTA DNA inh,PAD4 inh
CCOC(=O)N1CCN(S(=O)(=O)c2ccc(OC)c(OC)c2)CC1,9,1,2,3,4,4,1,-12,1
Cc1ccc(Sc2c(C)nn(C(=O)C3CC3)c2C)cc1,-3,4,4,3,3,1,-3,-1,6
O=C(N/N=C/c1ccco1)C1CCCC1,-7,2,10,2,1,4,0,9,4
Cn1c(SCC(=O)c2ccccc2)nnc1C1COc2ccccc2O1 (configuration not stated),0,-16,-10,-1,5,3,2,6,-4
CCOC(=O)C1(Cc2cccc(OC)c2)CCN(Cc2cnc(C)s2)CC1,0,5,3,4,5,-9,1,-5,-1
CC(=O)N1CCc2cc(Br)cc(S(=O)(=O)N3CCN(C(=O)c4ccco4)CC3)c21,-6,1,1,4,8,-4,-2,0,2
CCOC(=O)c1ccc(NC(=O)c2nc[nH]c2C(=O)N2CCC(C)CC2)cc1,-1,-10,14,-10,-6,3,-3,2,-2
CC(=O)N1CCC2(CC1)CC(=O)c1cc(OCC(=O)NCc3ccc(C)cc3)ccc1O2,6,18,-11,-2,9,7,3,-5,-2
O=C(O)c1cc(-c2cccc([N+](=O)[O-])c2)nc2ccccc12,0,6,-2,3,2,-2,2,1,-5
Cc1cc(C(=O)NCc2ccc(F)cc2)n(-c2ccccc2)n1,-4,4,-7,-3,6,8,-1,-1,-1
COc1ccc(OCCCC(=O)Nc2nccs2)cc1,4,5,-1,-9,-2,-4,1,-20,1
O=C(NC(c1ccccc1)c1ccccc1)C1CCCC1,0,-1,14,4,0,-10,1,20,4

Among those listed so far, these contain a nitro group on carbon:
Compound,LYPLA2 counter,PREPL inhibitor,EBNA-1 inh,PAFAH2 inh,PAFAH1B3 inh,GSTO1 inh,LYPLA1 counter,ZTA DNA inh,PAD4 inh
Cc1cc(OC(=O)c2cc(Cl)ccc2Cl)c([N+](=O)[O-])c(=O)[nH]1,4,1,0,2,4,-1,0,11,-4
CC(C)C12CN(C(=O)c3ccccc3[N+](=O)[O-])CC(C(C)C)(CN(C(=O)c3ccccc3[N+](=O)[O-])C1)C2=O,-7,3,9,-1,0,1,-3,0,0
O=C(O)c1cc(-c2cccc([N+](=O)[O-])c2)nc2ccccc12,0,6,-2,3,2,-2,2,1,-5

Continuation:
Compound,LYPLA2 counter,PREPL inhibitor,EBNA-1 inh,PAFAH2 inh,PAFAH1B3 inh,GSTO1 inh,LYPLA1 counter,ZTA DNA inh,PAD4 inh
O=C(CSc1nnc(-c2cccnc2)o1)Nc1ccccn1,8,-1,-11,6,3,-2,0,5,-7
Cc1nc(-c2nc(-c3c(C(=O)NNC(=O)Nc4ccccc4)noc3C)cs2)cs1,3,-1,18,7,8,2,5,-2,3
Cc1cc2nc(-c3ccc4c(c3)CCC4)ccn2n1,2,8,3,4,13,6,0,4,1
CN1/C(=C\C(=O)c2cccnc2)Sc2ccccc21,3,4,8,2,7,1,-2,17,-6
CCN(CC)CCNC(=O)c1c(O)c2c([nH]c1=O)CCCC2,9,-1,-13,-2,-3,4,4,-2,-4
CC(C)NC(=O)Nc1cccc2c1O[C@H](CN(C)S(=O)(=O)c1ccccc1)[C@@H](C)CN([C@H](C)CO)C2=O,/,15,/,2,13,/,/,/,4
C[C@H]1COC(=O)[C@H](Cc2ccc(F)cc2)C/C=C\C[C@@H](CC(=O)NCCO)C(=O)N1,/,19,/,3,14,/,/,/,2
O=C(COC(=O)CCc1ccc(S(=O)(=O)N2CCOCC2)cc1)NCc1ccccc1Cl,1,0,2,1,1,11,-1,10,-2
O=C(Nc1nnc(SCCN2CCOCC2)s1)C1CC(=O)N(c2ccccc2)C1 (configuration not stated),4,3,3,-3,3,2,0,0,-2
Cn1c(CNC(=O)CNS(=O)(=O)c2ccc(Cl)cc2)cc(=O)n(C)c1=O,-1,4,-2,-5,10,5,1,-3,-1
Cc1ccnc(NS(=O)(=O)c2ccc(NC(=O)/C=C/c3ccccc3)cc2)n1,10,-3,2,1,-4,1,-1,0,2
CC(=O)N(C(C)=O)n1c(/C=C/c2ccc([N+](=O)[O-])cc2)nc2ccccc2c1=O,-1,0,-5,2,2,0,-1,-4,2

Whole records, quoted from the list. Values in the order: LYPLA2 counter | PREPL inhibitor | EBNA-1 inh | PAFAH2 inh | PAFAH1B3 inh | GSTO1 inh | LYPLA1 counter | ZTA DNA inh | PAD4 inh
Shown for C[C@H]1COC(=O)[C@H](Cc2ccc(F)cc2)C/C=C\C[C@@H](CC(=O)NCCO)C(=O)N1 → / | 19 | / | 3 | 14 | / | / | / | 2
Shown for CC(=O)N(C(C)=O)n1c(/C=C/c2ccc([N+](=O)[O-])cc2)nc2ccccc2c1=O → -1 | 0 | -5 | 2 | 2 | 0 | -1 | -4 | 2

Additional records:
Compound,LYPLA2 counter,PREPL inhibitor,EBNA-1 inh,PAFAH2 inh,PAFAH1B3 inh,GSTO1 inh,LYPLA1 counter,ZTA DNA inh,PAD4 inh
Cc1nn(C(C)(C)C)c(N)c1-c1ccccc1,4,-1,4,1,-1,-4,-1,-12,0
Nc1ccc(N2CCCCC2)c(Cl)c1,-2,1,7,0,2,-2,2,16,-3
COc1ccccc1C1(O)CCN(CC(=O)Nc2nc(-c3ccccc3)cs2)CC1,-5,-16,3,-2,6,-4,-4,-6,1
Cc1cc2ccccn2c1C(=O)c1ccc(C#N)cc1,9,-15,-3,1,9,-2,0,-30,2
Cc1ccc2nc(N(CCCN(C)C)C(=O)c3ccc4c(c3)CCCC4)sc2c1,7,-11,1,-5,2,-1,-2,15,2
Cc1ccc(SC2CC(=O)N(c3ccc4c(c3)OCCO4)C2=O)cc1 (configuration not stated),-2,0,-15,2,8,-1,-3,0,-1
O=C(NC1CCCCC1)C1CCN(C(=O)c2ccc(Cl)cc2)CC1,-5,-1,-7,5,4,7,-4,-8,1
Cn1c(SCC(=O)c2ccc(F)cc2)nnc1-c1cccnc1,7,1,-1,3,1,6,1,-6,-4
O=C(NCc1ccccc1)C(=O)NCC1OCCN1C(=O)c1ccc(Cl)cc1 (configuration not stated),5,3,-3,2,4,7,3,15,-2
Cc1cccc(NC(=O)CN2C(=O)NC(C)(c3ccc4ccccc4c3)C2=O)n1 (configuration not stated),1,-12,-7,-8,6,-8,0,-3,-1
COc1ccc(C(C)=O)cc1COc1cccnc1[N+](=O)[O-],1,1,3,1,-2,0,4,6,-2
CC(=O)Nc1cccc(C(=O)OCc2ccc(C(=O)Oc3ccc(Cl)cc3)cc2)c1,-2,-1,3,-5,-5,-8,-3,23,0
COC(=O)CCN(C(=O)C1C2CC3CC(C2)CC1C3)c1ccccn1 (configuration not stated),-4,18,9,1,14,8,-1,-20,0
CCCCC(CC)C1OCC(C[N+]2(C)CCOCC2)O1 (configuration not stated),7,7,-7,-1,3,5,-1,-4,-2

Bioassay records (PubChem)
